Kir21 block: blocks the mouse Kir2.1 inward-rectifier potassium channel. P35561. HEK293-Kir2.1, FluxOR thallium flux fluorescence; stronger effect = lower value. B-score at 10 µM. hit rate 0.85% among 310,000;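 active means fluorescence ratio B-score at or below minus 3 SD of library scores, with starting-brightness B-score within 2 SD, cut at about -4.2 in these data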;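 further: channel flux triggered by added potassium and thallium sulfate stimulus; B-score of peak minus minimum fluorescence over baseline after thallium stimulus; more negative B-score means stronger Kir2.1 block with less thallium influx; some compounds called inactive have numbers as strong as hits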
Target sequence (P35561 whole entry, looked up): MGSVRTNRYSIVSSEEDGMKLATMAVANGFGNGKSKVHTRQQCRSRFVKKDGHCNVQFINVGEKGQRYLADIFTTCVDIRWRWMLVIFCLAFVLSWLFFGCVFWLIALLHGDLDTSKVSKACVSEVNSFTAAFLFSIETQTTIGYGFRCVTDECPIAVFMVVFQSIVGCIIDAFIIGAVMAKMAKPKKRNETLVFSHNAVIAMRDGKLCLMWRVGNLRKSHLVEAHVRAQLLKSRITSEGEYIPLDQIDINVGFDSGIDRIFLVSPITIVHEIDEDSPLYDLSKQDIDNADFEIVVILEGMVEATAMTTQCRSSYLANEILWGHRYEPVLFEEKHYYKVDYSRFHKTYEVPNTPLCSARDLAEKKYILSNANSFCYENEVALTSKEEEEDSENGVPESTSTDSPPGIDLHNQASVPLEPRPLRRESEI
KCNQ2 block: KCNQ2 channel blockers in CHO-K1 cells – cell-based, FluxOR thallium flux, B-score, primary screen (AID 2156); B-score at 10 µM; 20 min; stronger effect = lower value; hit rate 1.1% among 310,000; O88943;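 active means fluorescence ratio B-score at most minus 3 library SDs, with starting brightness B-score within 2 library SDs, cut at about -5.5 in these data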
Active calls of the source: *; i = inactive.

SMILES	Kir21 block	KCNQ2 block
CCn1nnnc1SCC(=O)N1CCCCC1	0.1	i
COc1ccc(C(=O)CSc2ccccc2C(=O)O)cc1	-0.34	i
O=C(NCc1cn(-c2ccccc2)nc1-c1ccccc1)c1cccc([N+](=O)[O-])c1	-0.03	i
CCCCN(CC)C(=O)c1ccc(Cl)c(Cl)c1	-1.81	i
COc1ccc(NC(=O)C2=CC(c3ccco3)=NS(=O)(=O)N2C)cc1OC	-0.51	i
CCOC(=O)c1sc(NC(=O)CN2C(=O)c3cccc4cccc(c34)C2=O)nc1C	1.01	i
COc1nc2c(c(-c3cc(Br)cs3)c1C#N)Cc1ccccc1-2	0.51	i
O=C(O)/C=C/C(=O)Nc1ccc(OC(F)(F)F)cc1	0.03	i
CCOC(=O)Nc1ccc(S(=O)(=O)NCCCN2CCOCC2)cc1	0.29	i
C=CCn1c(OCc2ccccc2)n[nH]c1=S	-2.98	i
COc1ccc(CSc2nnc(SCc3ccc([N+](=O)[O-])cc3)s2)cc1	2.73	i
COC(=O)c1ccc(COc2ccccc2/C=C(\C#N)C(=O)NC(C)C)cc1	-0.83	i
Fc1ccccc1/C=N/N1CCN(Cc2ccccc2Cl)CC1	1.3	i
CC(C)(C)SCCNC(=O)/C=C/c1ccc([N+](=O)[O-])cc1	0.17	i
CCN1C(=C(C#N)C#N)C=Cc2ccccc21	-0.93	i
CC(=O)NC(Cc1ccccc1)C(=O)NC1CCN(C(=O)c2cnccn2)CC1 (stereo unspecified)	-1.98	i
Cc1ccc(S(=O)(=O)Nc2ccc3nc(N)sc3c2)cc1	0.82	i
COCCSc1nnc(NS(=O)(=O)c2ccc(C)cc2)s1	0.8	i
CCC(=O)NC(=S)Nc1ccccc1OC	0.46	i
COc1cccc(N(CC(=O)NCc2ccco2)C(=O)CCC(=O)Nc2nccs2)c1	-0.99	i
COc1ccccc1C(=O)NC(=Nc1nc2ccccc2o1)NC(=O)c1ccccc1OC	-1.54	-14*
COCCNC(=O)C(c1ccc(C)o1)N(Cc1ccccc1)C(=O)Cn1nnc2ccccc21 (stereo unspecified)	-0.3	i
Cc1ccc(C)c(-c2csc(N)c2C(=O)OC(C)C)c1	0.19	i
CN(Cc1nc(-c2cnccn2)no1)CC1CCN(Cc2ccccc2)CC1	0.63	i
OCC1(CO)COC2(CCCC2)N1	0.94	i

Gathered by group, the compounds so far with an aryl thioether with sulfur outside any ring.
SMILES	Kir21 block	KCNQ2 block
CCn1nnnc1SCC(=O)N1CCCCC1	0.1	i
COc1ccc(C(=O)CSc2ccccc2C(=O)O)cc1	-0.34	i
COc1ccc(CSc2nnc(SCc3ccc([N+](=O)[O-])cc3)s2)cc1	2.73	i
COCCSc1nnc(NS(=O)(=O)c2ccc(C)cc2)s1	0.8	i

Single records (already shown):
Shown for `C=CCn1c(OCc2ccccc2)n[nH]c1=S` → Kir21 block = -2.98; KCNQ2 block = i
Shown for `Cc1ccc(C)c(-c2csc(N)c2C(=O)OC(C)C)c1` → Kir21 block = 0.19; KCNQ2 block = i

Next section:
SMILES	Kir21 block	KCNQ2 block
Cc1cc2ccccc2c(=O)n1CC(=O)NCC(=O)N(C)C1CCCCC1	-0.92	i
Cc1cccc(C(=O)N(C)c2nnc(-c3ccncc3)s2)c1	-0.18	i
O=C(COC(=O)CCCN=C1NS(=O)(=O)c2ccccc21)NC(=O)NC1CCCC1	0.06	i
CCOC(=O)C1=C(C)NC(C)=C(C(=O)OCC)C1c1ccc([N+](=O)[O-])s1	0.12	i
Cc1cc(C(=O)N/N=C/c2cccc(OC(=O)c3cccc(Br)c3)c2)n[nH]1	-0.34	i
CCc1nc(NCCc2ccccn2)c2nnn(Cc3ccccc3F)c2n1	0.24	i
CC(=O)Nc1ccc(Nc2nc(-c3ccccc3)nc3ccccc23)cc1	-1.07	i
Cn1c(C(=O)N(Cc2ccccc2)Cc2cccs2)cc2sccc21	-2.93	i
Cc1ccc(N2CCCn3c2cc(C)c(C#N)c3=O)cc1Cl	1.84	i
CCn1c(C)cc2c(c1=O)C(c1ccccc1Br)C(C#N)=C(N)O2 (stereo unspecified)	2.55	i
O=C(O)CCCCCNC(=O)C(=O)C1C(=O)Nc2ccccc21 (stereo unspecified)	0.21	i
O=C(CCCNC(=O)c1ccc(Cl)cc1)OCc1cccc(Br)c1	1.65	i
CC(CCc1ccccc1)NC(=O)/C=C/c1ccc(F)cc1 (stereo unspecified)	-0.54	i
COC(=O)c1c(NC(=O)C2CCCCC2)sc2c1CCN(C(C)C)C2	1.09	i
N/C(=N\OC(=O)Cc1ccccc1)c1cccc(Br)c1	-0.82	i
CCN=C1S/C(=C\c2cn(CC)c3ccccc23)C(=O)N1CC	0.97	i
Cc1cc(S(=O)(=O)N2CCCOC2CNC(=O)C(=O)NCc2ccco2)ccc1F (stereo unspecified)	-1.22	i
O=C(COc1nc2ccccc2nc1N1CCOCC1)NC1CCCCC1	0.32	i
CCC(C)NS(=O)(=O)c1ccc(NC(=O)CCC2CCCCC2)cc1 (stereo unspecified)	-0.28	i
O=C1COc2ccc(C(=O)c3ccccc3C(=O)NCc3ccco3)cc2N1	0.2	i
O=CN1Cc2ccccc2-c2ccccc2C1	0	i
COC(=O)c1ccc(OCC(O)CN2CCN(C(=O)c3ccco3)CC2)c(OC)c1 (stereo unspecified)	0.02	i
O=C(Nc1nnc(C2CC2)s1)c1cccc(S(=O)(=O)N2CCc3ccccc32)c1	-0.79	i
CCOC(=O)Nc1sc2c(c1C#N)CCC(C)C2 (stereo unspecified)	1.03	i
O=S(=O)(NCC1CCCO1)c1ccc(S(=O)(=O)N(Cc2ccc(F)cc2)C2CCCCC2)cc1 (stereo unspecified)	-0.31	i

(cont.)
SMILES	Kir21 block	KCNQ2 block
CN(C)NC(=O)C(NC(=O)c1ccc(N)cc1)C12CC3CC(CC(C3)C1)C2 (stereo unspecified)	0.88	i
Cn1cccc1Cc1nnc(SCC(=O)Nc2nccs2)n1C	-0.74	i
COc1ccc(C(=O)C2CCCN(Cc3sc(N4CCCC4)nc3Cl)C2)c(OC)c1 (stereo unspecified)	-1.5	i
C/C(=N\OC(=O)c1ccccc1)c1c(C)nc2cc(C)ccn12	-0.94	i
CSc1nc(N2CCOCC2)cc(N2CCOCC2)n1	-1.03	i
Cc1ccc(CCC(=O)Nc2cc(Cl)ccc2Cl)o1	-0.98	i
O=C(COC(=O)CNC(=O)c1ccccc1)Nc1nc(-c2ccccc2)cs1	-0.01	i
CCN(C(=O)COC(=O)c1cc(-c2ccccc2)nc2c1c(C)nn2-c1ccccc1)C1CCS(=O)(=O)C1 (stereo unspecified)	0.03	i
Cc1ccnc(NC(=O)c2cnc(Cl)c(Cl)c2)c1	-0.75	i
O=C1C2C3C=CC(CC3)C2C(=O)N1/N=C/c1ccco1 (stereo unspecified)	0.75	i
CSc1ccccc1NC(=O)CSCc1ccc(C)cc1	-5.07*	i
COc1cc(C(=O)NCCN2CCOCC2)cc(OC)c1OC	0.28	i
Cc1cc(C)nc(NC(=O)C2c3ccccc3Oc3ccccc32)n1	-0.17	i
Cc1cc(N=NC(=O)c2ccccc2)ccc1O	0.49	i
O=C(CNC(=O)c1ccc2c(c1)OCO2)N/N=C/c1cc(Br)ccc1O	-2.28	i
Cc1cc(C)cc(NC(=O)CCn2cnc3cc(C)c(C)cc32)c1	-1.37	i
O=C(c1nc2nc(-c3ccccc3)cc(C(F)(F)F)n2n1)N1CCOCC1	-0.07	i
CS(=O)(=O)N1CCC(Oc2ccccc2C(=O)NC(C2CC2)C2CC2)CC1	-1.83	i
C=CCn1c(Oc2ccc(C=O)cc2OCC)nc2c1c(=O)n(C)c(=O)n2C	0.23	i
Nc1nc(-c2ccc(Cl)cc2)cn1N	-1.18	i
O=C(O)COc1ccccc1C(Nc1ccccn1)c1cc(Cl)c2cccnc2c1O (stereo unspecified)	0.22	i
Cc1ccn2c(Nc3ccccc3)c(-c3ccccn3)nc2c1	0.9	i
CCOc1ccc(/C=N/Nc2cc(C)nc(N3CCOCC3)n2)cc1	-0.01	i
O=C(Nc1cc(S(=O)(=O)N2CCCCC2)ccc1O)c1ccccc1NS(=O)(=O)c1ccc(F)c(F)c1	-0.16	i
CC(C)(C)C(=O)COC(=O)c1cc(S(=O)(=O)N2CCCCC2)ccc1N1CCOCC1	0.39	i

Molecules shown so far containing a CF3 group, in the order listed:
SMILES	Kir21 block	KCNQ2 block
O=C(O)/C=C/C(=O)Nc1ccc(OC(F)(F)F)cc1	0.03	i
O=C(c1nc2nc(-c3ccccc3)cc(C(F)(F)F)n2n1)N1CCOCC1	-0.07	i

New compounds follow.
SMILES	Kir21 block	KCNQ2 block
O=S(=O)(Oc1ccc(C(=S)N2CCOCC2)cc1)c1ccc(Cl)cc1	0.58	i
Cc1ccc(S(=O)(=O)NC(N)=NCCc2ccc(Cl)cc2)cc1C	0.25	i
CC(=O)N=c1sc(C(C)(C)C)c(C)n1C	-1.26	i
OCCNc1nc2ccccc2n1CC(O)c1ccccc1 (stereo unspecified)	1.13	i
COc1cc(-n2c(=O)c3ccccc3n(CC(=O)c3ccc(Br)cc3)c2=O)cc(OC)c1OC	0.14	i
Fc1ccccc1COc1ccc(/C=N/n2cnnc2)cc1	-0.94	i
CCc1cccc(CC)c1NC(=O)C(NS(=O)(=O)c1cccs1)c1ccccc1 (stereo unspecified)	-0.2	i
CC(C)c1ccccc1NS(=O)(=O)c1cccs1	-1.98	i
Cc1ccc(NCC(=O)N/N=C/c2cc3ccccc3nc2Cl)cc1	-1.45	i
Cc1ccc(NC2CCCN(C(=O)CCC3=NNC(=O)CC3)C2)cc1C (stereo unspecified)	-0.19	i
O=C(CSCc1ccc([N+](=O)[O-])cc1)NC1CC2CCC1C2 (stereo unspecified)	-2.23	i
Cc1nnnn1-c1cccc(C(=O)O)c1	-0.18	i
CCC(C)c1ccc(NC(=S)NN2CCOCC2)cc1 (stereo unspecified)	0.4	i
CCOc1cc(NC(=S)NCCCN2CCOCC2)c(OCC)cc1NC(=O)CC(C)C	2.46	i
CCCCCc1nnc(NC(=O)Cn2cnc3ccccc3c2=O)s1	0.18	i
COc1ccc(CCNC(=O)c2ccccc2NS(=O)(=O)c2cc(C(=O)O)ccc2OC)cc1	1.06	i
CC(C)OCCCn1c(SC(C)C(=O)NCC2CCCO2)nc2cc(Cl)ccc2c1=O (stereo unspecified)	0.55	i
CCOc1ccc(NC(=O)N(CCN(C)C)C(C)c2cccnc2)cc1 (stereo unspecified)	-0.33	i
COc1ccccc1NC(=O)c1ccc(CN2CCOCC2)cc1	1.46	i
O=C(OCCOc1cccc(Cl)c1)c1ccc2ncsc2c1	0.74	i
O=S(=O)(Nc1cccc(-c2ccc(N3CCCCCC3)nn2)c1)c1cccc(F)c1	-0.35	i
Cc1ccc(C2=Nc3ccccc3SC(c3cccc([N+](=O)[O-])c3)C2)cc1 (stereo unspecified)	1.53	i
Nn1c(SCc2c(F)cccc2F)nnc1-c1ccccn1	-1.49	i
CCC(C(=O)NC1CCCC1)N(C(=O)c1snc(C(N)=O)c1N)c1ccc2c(c1)OCCO2 (stereo unspecified)	-0.14	i
N#Cc1c(SCc2cccc(Cl)c2)sc(C(=O)c2ccccc2)c1N	0.54	i

Continued.
SMILES	Kir21 block	KCNQ2 block
O=c1[nH]c(CSc2ncccn2)nc2c1cnn2-c1ccccc1	0.07	i
COc1ccc(CCNC2=CC(=O)CC(C)(C)C2)cc1	-0.59	i
COc1ccc2oc(C(=O)c3ccccc3)c(NC(=O)CN3CCN(C)CC3)c2c1	-0.75	i
O=P(O)(CP(=O)(c1ccccc1)c1ccccc1)c1ccccc1	-0.43	i
O=S(=O)(Nc1ccc(-c2cnco2)cc1)c1ccccc1	-0.05	i
N/C(=N\OC(=O)CCc1ccccc1)c1cccnc1	0	i
COc1ccc(-c2nnc(SCC(=O)c3ccc4c(c3)OCCO4)o2)cc1	-1.74	i
CCCSc1nsc(NC(=O)C(c2ccccc2)c2ccccc2)n1	-0.01	i
Cc1nn(C)cc1C1C2=C(CC(C)(C)CC2=O)N(c2ccccc2)C2=C1C(=O)CC(C)(C)C2	-0.33	i
CC1=C(C(=O)Nc2ccc(C(=O)NC(C)c3ccccc3)cc2)SCCO1 (stereo unspecified)	-0.36	i
O=C(/C=C/c1cc2ccccc2o1)c1ccccc1O	0.03	i
COC(=O)CCCCC1SCC(NC(=O)c2ccccc2)C1OC(C)=O (stereo unspecified)	-1.51	i
O=C(NCC1CCCO1)c1ccc(S(=O)(=O)N2CCC(c3nc4ccc(Cl)cc4[nH]3)CC2)cc1 (stereo unspecified)	-1.18	i
CCOC(=O)C1CCN(C(=O)CN(c2ccc(Cl)c(C(F)(F)F)c2)S(C)(=O)=O)CC1	-0.52	i
O=C(NC1CCCc2ccccc21)c1cn2ccccc2n1 (stereo unspecified)	1.98	i
CCOC(=O)Nc1ccc2c(c1)N(C(=O)CN1CCN(C)CC1)c1ccccc1CC2	-0.43	i
CCC(=O)Nc1ccc2nn(-c3ccc(F)cc3)nc2c1	-1.16	i
O=C(Cn1cc(C(F)(F)F)cc(Cl)c1=O)NCc1ccc(F)cc1	0.62	i
C/C(=N\NC(=O)COc1ccccc1)c1cccs1	1.05	i
COC(=O)c1cc(C(=O)Nc2nc3ccccc3[nH]2)cc([N+](=O)[O-])c1	-1.2	i
Cn1c(=O)c2c(nc(Cl)n2CC(=O)N2CCCCC2)n(C)c1=O	-0.68	i
O=C(CN1CCN(S(=O)(=O)c2ccc(Cl)cc2)CC1)NCc1cccs1	0.8	i

Screens deposited in PubChem BioAssay by Johns Hopkins Ion Channel Center.
